Source: PubChem (Broad Institute)
miR-122 sensor: miR-122 inhibition in Huh7 cells; Huh7 miR-122 Renilla luciferase sensor, 48 h; neutral wells = 0, positive control = 100; activation (reporter increase), % at 12.5 µM; 340,000 tested, 0.3% active;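 active = mean replicate activation score at least 90 and every replicate individually at or above 90; inconclusive = only one of the two criteria met; inactive = neither criterion met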;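 also: higher luciferase means less miR-122 activity so hits act as miR-122 inhibitors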
CFTR F508del cor: CFTR F508del correction in bronchial cells. AID 720511. 350,000 tested, 0.36% active. CFBE cells, YFP halide quenching; stimulated with forskolin plus potentiator P3; % fluorescence drop versus neutral controls. activity (quench increase), % at 7.58 µM;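 active = mean added fluorescence quench of at least 8% versus neutral control, with both replicates also reaching 8%; inconclusive = only one of the mean or replicate conditions met; inactive = mean below 8% and not both replicates reaching 8%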;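 also: cells transiently co-express mutant CFTR-F508del with the halide-sensitive YFP; corrector assay measuring rescue of mutant channel to the surface after 24 h compound exposure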
Casp6 inh: inhibitors of human caspase-6 | P55212 | purified caspase-6, Z-VEID-R110 cleavage fluorescence | inhibition, % at 12.5 µM | 350,000 tested, 0.53% active | AID 686996;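 active = mean inhibition across replicates at least about 35%, with every replicate also reaching that limit, limit read from the data; inconclusive = only one of the two criteria met; inactive = neither criterion met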;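 also: 0% = median of neutral control wells and 100% = no fluorescence left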
Target sequence (P55212 24-179 limits assumed): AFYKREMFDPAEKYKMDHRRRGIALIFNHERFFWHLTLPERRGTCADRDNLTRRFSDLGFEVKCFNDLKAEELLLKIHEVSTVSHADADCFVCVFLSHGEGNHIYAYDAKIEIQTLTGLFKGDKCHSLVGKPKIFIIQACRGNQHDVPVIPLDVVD
Target sequence (P55212 194-293 limits assumed): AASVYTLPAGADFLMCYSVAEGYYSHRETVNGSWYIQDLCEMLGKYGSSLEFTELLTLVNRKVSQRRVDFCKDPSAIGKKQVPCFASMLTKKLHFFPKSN
DENV2 CPE rescue: DENV2-induced cell death inhibition; DENV2-infected cells, cytopathic effect rescue, plate reader; 350,000 tested, 1.7% active; CPE inhibition, % at 9.99 µM; in the data active = CPE inhibition above about 20%, passing the limit was not always enough; inconclusive = no clear call, values can overlap the other calls; tested in BHK-21 cells;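 also: 0% = median of neutral control wells and 100% = median of positive control wells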
ERAP1 HTS inh: inhibitors of human ERAP1 aminopeptidase; Q9NZ08; recombinant ERAP1, Leu-AMC fluorescence, 60 min; inhibition, % at 10.7 µM; 340,000 tested, 0.15% active; AID 652197;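 active = mean replicate inhibition of at least 30%, or all replicates individually reaching that 30% level; inactive = mean below 30% and not every replicate reaching it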;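 also: 0% = neutral control wells and 100% = L-leucinethiol positive control wells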
ERp5 block: blocks human ERp5 reductase activity on insulin. Q15084. ERp5 insulin aggregation, absorbance 650 nm, 90 min. inhibition, % at 9.99 µM. 350,000 tested, 0.05% active. AID 651711;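 active = mean replicate inhibition above about 25%, with every replicate also reaching it, limit read from the data, passing the limit was not always enough; inconclusive = only one of those two criteria met; inactive = neither criterion met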
Target sequence (Q15084 whole entry, looked up): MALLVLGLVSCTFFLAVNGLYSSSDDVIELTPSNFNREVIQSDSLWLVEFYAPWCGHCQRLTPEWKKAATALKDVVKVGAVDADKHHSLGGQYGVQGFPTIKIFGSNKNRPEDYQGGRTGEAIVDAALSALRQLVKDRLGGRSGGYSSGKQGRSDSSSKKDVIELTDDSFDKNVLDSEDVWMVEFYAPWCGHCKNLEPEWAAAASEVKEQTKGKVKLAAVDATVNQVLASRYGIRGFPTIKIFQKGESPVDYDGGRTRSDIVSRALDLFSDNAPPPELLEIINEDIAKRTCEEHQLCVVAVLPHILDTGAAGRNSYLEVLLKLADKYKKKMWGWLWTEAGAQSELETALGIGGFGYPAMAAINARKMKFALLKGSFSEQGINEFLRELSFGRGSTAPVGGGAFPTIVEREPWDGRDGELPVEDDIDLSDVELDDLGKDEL
SIRT5 inh: sirtuin-5 (human) deacylase inhibition; Purified SirT5, succinyl-peptide AMC, trypsin-coupled fluorescence; inhibition, % at 15 µM; 330,000 tested, 1.1% active; AID 652115; in the data active = inhibition above about 15%; inconclusive = no clear call, values can overlap the other calls
Target sequence (Q9NXA8 whole entry, looked up): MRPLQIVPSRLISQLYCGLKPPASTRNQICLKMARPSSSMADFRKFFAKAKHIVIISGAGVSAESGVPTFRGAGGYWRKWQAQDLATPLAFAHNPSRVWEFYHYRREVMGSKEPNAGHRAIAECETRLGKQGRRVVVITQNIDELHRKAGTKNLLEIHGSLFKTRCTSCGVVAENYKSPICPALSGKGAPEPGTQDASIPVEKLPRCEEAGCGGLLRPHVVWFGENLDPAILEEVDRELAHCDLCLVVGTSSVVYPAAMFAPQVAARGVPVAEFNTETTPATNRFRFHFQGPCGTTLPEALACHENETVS
* hit, by the source's call; u = inconclusive; x = not tested or not shown; [ ] = another dose, or the depositor's remark. Hits appear at their usual frequency (roughly 4% active in at least one column).

entry | smiles | miR-122 sensor | CFTR F508del cor | Casp6 inh | DENV2 CPE rescue | ERAP1 HTS inh | ERp5 block | SIRT5 inh
1 | CC(=O)N(C)C[C@@H]1Oc2cc(C#C[C@@H](C)O)ccc2S(=O)(=O)N([C@@H](C)CO)C[C@H]1C | -7[16.7 µM] | -0.2 | 4 | 15 | 16 | -2 | -1
2 | CC(=O)c1cccc(OCc2cc(C(=O)NCc3nc(C)c(C)s3)no2)c1 | x | -1.8 | 5 | -8 | 2 | -1 | -4
3 | O=C(C[C@@H]1C=C[C@@H](NC(=O)Nc2cc(F)ccc2F)[C@H](CO)O1)NCc1ccccn1 | x | 0.4 | -3 | 5 | -2 | 0 | 3
4 | COc1ccc(NS(=O)(=O)c2ccc(C)c(C(=O)N3CCN(Cc4cc(OC)ccc4OC)CC3)c2)cc1 | -7 | -0.7 | -215 | -4 | 1 | 4 | 1
5 | COc1ccc(CC2(CO)CCN(C/C=C/c3ccccc3OC)CC2)cc1 | 1 | -3.0 | 3 | 6 | 12 | 7 | -4
6 | COc1ccc(NC(=O)Nc2ccc3c(c2)[C@@H]2C[C@@H](CC(=O)N4CCN(C)CC4)O[C@@H](CO)[C@@H]2O3)cc1 | -3[16.7 µM] | 2.6 | -1 | 6 | 0 | -5 | 1
7 | COc1ccc(NC(=O)Nc2ccc3c(c2)C(=O)N([C@H](C)CO)C[C@H](C)[C@@H](CN(C)S(=O)(=O)c2ccc(Cl)cc2)OCCCC[C@@H](C)O3)cc1 | 2[16.7 µM] | 1.4 | -5 | 2 | -1 | 1 | -2
8 | COc1ccc(C2CC3(O)CC(C#N)(C(=O)N3)C2(C#N)C#N)cc1 (stereo not given) | x | 2.5 | 0 | 3 | -1 | 3 | -2
9 | Cc1cc(Cl)c(S(=O)(=O)Nc2ccc(S(=O)(=O)N3CCOCC3)cc2)cc1OCC(N)=O | -1 | 1.0 | 4 | -6 | -6 | 1 | 0
10 | CCOc1cc(C(=O)NN=C2CCCC2)cc(OCC)c1OCC | -3 | 0.1 | -3 | -2 | 0 | 0 | -3
11 | COc1ccc(NC(=O)CN(C)C(=O)CNC(=O)Cc2cccc3ccccc23)cc1 | -2 | -3.0 | 0 | u | -4 | -10 | -3
12 | Cc1ccc(CNC(=O)c2[nH]c(C(F)(F)F)nc2-c2ccccc2)cc1 | 0 | 5.1 | 4 | 18 | 1 | 0 | -1
13 | COc1ccc(NC(=O)Nc2ccc3c(c2)CC(=O)N([C@@H](C)CO)C[C@@H](C)[C@@H](CN(C)C(=O)Nc2ccc(F)cc2)O3)cc1 | -1[16.7 µM] | -0.1 | -2 | 2 | 1 | -3 | 0
14 | CCOC(=O)c1sc(NC(=O)c2cc3ccccc3o2)nc1C | x | -2.2 | 5 | -6 | -1 | 2 | 0
15 | O=C(Nc1ccc(F)cc1)Nc1ccc2c(c1)[C@H]1C[C@H](CC(=O)N3CCCCC3)O[C@H](CO)[C@H]1O2 | 3[16.7 µM] | -1.1 | x | 7 | x | x | x
16 | CSc1ccccc1OCc1cc(C(=O)N(Cc2nccn2C)C(C)C)no1 | 1 | -3.3 | 4 | -2 | 0 | -4 | 1
17 | Cc1ccc(S(=O)(=O)Nc2ccc(-c3csc(-c4ccccc4)n3)cc2)cc1 | 12 | -0.3 | 2 | 11 | 4 | -7 | -4
18 | O=c1c(-c2ccc(Br)cc2)[n+]([O-])c2ccccc2n1OCc1ccccc1 | 0 | -1.2 | -1 | 5 | x | 4 | 0
19 | CNS(=O)(=O)c1cccc(C(=O)OCC(=O)NC(C)CCc2ccccc2)c1 (stereo not given) | -13 | 1.1 | -2 | -1 | -10 | -2 | -1
20 | CC(C)NC(=O)N1CCCCN2[C@H](C1)[C@@H](c1ccc(Br)cc1)[C@@H]2CO | 13[16.7 µM] | 3.2 | 5 | 8 | 0 | 1 | 0
21 | Cn1c(CNC(=O)C(Cc2ccccc2)NC(=O)c2cccc(F)c2)cc(=O)n(C)c1=O (stereo not given) | -2 | 3.2 | 5 | 1 | -3 | -5 | -2
22 | CCCCNC(=O)C1(C)CCN1C(=O)c1cncc(Br)c1 (stereo not given) | -9 | -1.3 | -2 | 86* | 0 | 4 | x
23 | COc1ccc(N(CC(=O)NC2CCCCC2)C(=O)c2ccc(C)s2)c(OC)c1 | 0 | 0.9 | 0 | 1 | 6 | 0 | -3
24 | Cc1ccnc(NS(=O)(=O)c2ccc(NC(=O)c3oc4ccc(F)cc4c3C)cc2)n1 | 3 | -1.7 | 2 | -2 | -1 | 8 | -5
25 | COCC#Cc1cnc2c(c1)C(=O)N([C@@H](C)CO)C[C@H](C)[C@H](CN(C)C(=O)c1ccc(F)cc1)O2 | -8[16.7 µM] | -0.3 | -1 | 16 | 1 | 1 | -1
26 | O=C(C[C@H]1CC[C@@H]2[C@H](COC[C@@H](O)CN2CC2CCOCC2)O1)NCC1CCCCC1 | -10[16.7 µM] | -2.4 | 1 | 13 | 0 | 4 | 0
27 | Cc1cccc(NC(=O)c2ccc(N3CCOCC3)c([N+](=O)[O-])c2)n1 | x | 3.1 | 1 | 3 | 2 | 2 | 1
28 | COc1ccc(S(=O)(=O)N(C)C[C@@H]2Oc3ccc(NC(=O)Nc4ccccc4)cc3CC(=O)N([C@H](C)CO)C[C@@H]2C)cc1 | -10[16.7 µM] | -3.1 | 0 | u | 3 | 2 | 5
29 | Cc1ccc(CNC(=O)C(Cc2ccccc2)n2cccc2)cc1 (stereo not given) | x | -0.6 | 0 | -3 | -1 | 8 | -4
30 | O=C1OC[C@H]2CCCN2C(=O)[C@@H](CC(=O)N(CCO)Cc2ccccc2)C/C=C\C[C@H]1Cc1ccc(F)cc1 | -5 | -0.3 | 3 | u | -1 | 2 | 0

An excerpt from above with just CFTR F508del cor, miR-122 sensor and ERp5 block.
cpd	structure	CFTR F508del cor	miR-122 sensor	ERp5 block
19	CNS(=O)(=O)c1cccc(C(=O)OCC(=O)NC(C)CCc2ccccc2)c1 (stereo not given)	1.1	-13	-2
20	CC(C)NC(=O)N1CCCCN2[C@H](C1)[C@@H](c1ccc(Br)cc1)[C@@H]2CO	3.2	13[16.7 µM]	1
21	Cn1c(CNC(=O)C(Cc2ccccc2)NC(=O)c2cccc(F)c2)cc(=O)n(C)c1=O (stereo not given)	3.2	-2	-5
22	CCCCNC(=O)C1(C)CCN1C(=O)c1cncc(Br)c1 (stereo not given)	-1.3	-9	4
23	COc1ccc(N(CC(=O)NC2CCCCC2)C(=O)c2ccc(C)s2)c(OC)c1	0.9	0	0
24	Cc1ccnc(NS(=O)(=O)c2ccc(NC(=O)c3oc4ccc(F)cc4c3C)cc2)n1	-1.7	3	8

Later entries.
entry | smiles | miR-122 sensor | CFTR F508del cor | Casp6 inh | DENV2 CPE rescue | ERAP1 HTS inh | ERp5 block | SIRT5 inh
31 | O=C(NCCc1c[nH]c2ccccc12)C(=O)NCC1OCCN1S(=O)(=O)c1ccc(F)cc1 (stereo not given) | -2 | -0.9 | 1 | -6 | 1 | -1 | -1
32 | C[C@@H]1CN([C@H](C)CO)C(=O)c2cc(-c3ccccc3F)cnc2O[C@H]1CN(C)Cc1ccccc1F | 44[16.7 µM] | -1.3 | -3 | 3 | 0 | -3 | -10
33 | C[C@H](CO)N1C[C@H](C)[C@@H](CN(C)Cc2ccccn2)Oc2cc(-c3cncnc3)ccc2S1(=O)=O | -6[16.7 µM] | -0.9 | 0 | 14 | -1 | 3 | 0
34 | O=C(CCNc1ccc(F)c(Cl)c1)c1ccco1 | -7 | 1.9 | 3 | 1 | -3 | -5 | -5
35 | O=C(CSc1nnnn1-c1ccccc1)NC1CCCc2ccccc21 (stereo not given) | x | 0.7 | 2 | x | -3 | 4 | -1
36 | O=C(c1ccc(-c2ccc(Cl)cc2Cl)o1)N1CCOCC1 | 0 | 2.6 | 0 | 2 | x | -5 | 7
37 | CC1OC2(C)OC(=N)C1(C#N)C(C#N)(C#N)C2c1ccccc1 (stereo not given) | 4 | -3.4 | 4 | u | 8 | -1 | -9
38 | COc1ccc(C)cc1S(=O)(=O)N(C)CC(=O)Nc1ccc2c(c1)OCCO2 | -3 | 0.0 | 0 | x | -3 | -5 | -4
39 | CCCOc1ccc(CN(C(=O)c2cccc(OC)c2)C2CCS(=O)(=O)C2)cc1 (stereo not given) | -4 | -1.3 | -1 | -1 | -2 | 0 | -6
40 | O=C(OCCOCCN=C1NS(=O)(=O)c2ccccc21)c1ccccc1 | -5 | 1.3 | 0 | 2 | 1 | 3 | 2
41 | COc1ccc(C(=O)OCC(=O)c2c[nH]c3ccccc23)c(OC)c1 | 13 | 2.2 | -1 | 8 | -3 | -1 | -2
42 | COc1ccc(S(=O)(=O)N(C)C[C@H]2Oc3c(NC(=O)c4ccc(-c5nccs5)cc4)cccc3C(=O)N([C@@H](C)CO)C[C@@H]2C)cc1 | -3[16.7 µM] | -0.6 | 1 | 2 | 0 | 11 | -1
43 | O=CNc1cc(-c2cccc(O)c2)cn2c(-c3ccc(F)cc3)cnc12 | x | -7.1 | 0 | -3 | -1 | 3 | x
44 | C[C@H]1CN([C@@H](C)CO)C(=O)c2cccc(NC(=O)NC3CCCCC3)c2O[C@H]1CN(C)Cc1ccc(C(=O)Nc2ccccc2N)cc1 | 6[16.7 µM] | -2.3 | -3 | -4 | -2 | -4 | -5
45 | Cc1csc2nc(O)c(C(=O)NC3CCCCC3C)c(=O)n12 (stereo not given) | x | 3.4 | 3 | 8 | 2 | -6 | -3
46 | C[C@@H]1CCCCO[C@H](CN(C)S(=O)(=O)c2cn(C)cn2)[C@@H](C)CN([C@H](C)CO)C(=O)c2cc(NC(=O)c3ccccc3)ccc2O1 | 10[16.7 µM] | 0.7 | 0 | -2 | 0 | 0 | 1
47 | O=C(NCC(F)(F)F)c1csc([C@@H]2O[C@H](CO)[C@H](O)[C@H](O)[C@H]2O)n1 | -8 | -4.0 | 14 | -3 | -1 | -5 | x
48 | Cc1cc(F)ccc1S(=O)(=O)N1CCCOC1CNC(=O)C(=O)NCCN1CCOCC1 (stereo not given) | 2 | 3.0 | -2 | -12 | -1 | -3 | 5
49 | CCN(C(=O)COC(=O)c1ncc(Cl)c(Cl)c1Cl)c1c(N)n(Cc2ccccc2)c(=O)[nH]c1=O | -2 | -4.6 | 1 | 2 | 0 | 0 | -2
50 | O=C(C[C@H]1C[C@H]2c3cc(NC(=O)c4cccnc4)ccc3O[C@H]2[C@H](CO)O1)NCc1cccnc1 | 1[16.7 µM] | -1.2 | -5 | -11 | 3 | -1 | 2
51 | COc1ccc(-c2nn(C)c(=O)c3ccccc23)cc1NC(=O)COc1ccc(C)cc1 | -1 | x | 5 | x | -4 | -4 | -6
52 | CCOC(=O)c1cc(-c2ccc(/C=C3/C(=O)N(c4ccc(C(=O)O)cc4)N=C3C)o2)ccc1Cl | 6 | -0.4 | 4 | -2 | 1 | 0 | -1
53 | Cc1cccc(C(=O)NC2CCN(CC(=O)Nc3cccc(Cl)c3)CC2)c1 | 6 | -1.1 | 0 | 39* | 0 | -4 | -2
54 | COc1cc(C(=O)NN(CCC#N)C2=NS(=O)(=O)c3ccccc32)cc(OC)c1OC | 1 | 0.8 | 0 | 2 | 0 | -1 | 3
55 | COc1ccc(CCNC(=O)COC(=O)Cc2cccc(F)c2)cc1 | -3 | 1.8 | 2 | 6 | 0 | -3 | -4
56 | COc1ccccc1/C=C/C1=NC(=C\C=C/c2ccccc2)/C(=O)O1 | x | 2.8 | 21 | x | 5 | 2 | 21*

Reformatted: entries from further up
53) Cc1cccc(C(=O)NC2CCN(CC(=O)Nc3cccc(Cl)c3)CC2)c1
  miR-122 sensor: 6
  CFTR F508del cor: -1.1
  Casp6 inh: 0
  DENV2 CPE rescue: 39*
  ERAP1 HTS inh: 0
  ERp5 block: -4
  SIRT5 inh: -2
54) COc1cc(C(=O)NN(CCC#N)C2=NS(=O)(=O)c3ccccc32)cc(OC)c1OC
  miR-122 sensor: 1
  CFTR F508del cor: 0.8
  Casp6 inh: 0
  DENV2 CPE rescue: 2
  ERAP1 HTS inh: 0
  ERp5 block: -1
  SIRT5 inh: 3
55) COc1ccc(CCNC(=O)COC(=O)Cc2cccc(F)c2)cc1
  miR-122 sensor: -3
  CFTR F508del cor: 1.8
  Casp6 inh: 2
  DENV2 CPE rescue: 6
  ERAP1 HTS inh: 0
  ERp5 block: -3
  SIRT5 inh: -4
